Bioassay records from PubChem.
MBD2 inh: inhibitors of human MBD2 binding to methylated oligonucleotide; TR-FRET; hit rate 0.31% among 370,000; AID 686964; inhibition, % at 4.4 µM; in the data active = inhibition above about 13%
Target sequence (Q9UBB5 whole entry, looked up): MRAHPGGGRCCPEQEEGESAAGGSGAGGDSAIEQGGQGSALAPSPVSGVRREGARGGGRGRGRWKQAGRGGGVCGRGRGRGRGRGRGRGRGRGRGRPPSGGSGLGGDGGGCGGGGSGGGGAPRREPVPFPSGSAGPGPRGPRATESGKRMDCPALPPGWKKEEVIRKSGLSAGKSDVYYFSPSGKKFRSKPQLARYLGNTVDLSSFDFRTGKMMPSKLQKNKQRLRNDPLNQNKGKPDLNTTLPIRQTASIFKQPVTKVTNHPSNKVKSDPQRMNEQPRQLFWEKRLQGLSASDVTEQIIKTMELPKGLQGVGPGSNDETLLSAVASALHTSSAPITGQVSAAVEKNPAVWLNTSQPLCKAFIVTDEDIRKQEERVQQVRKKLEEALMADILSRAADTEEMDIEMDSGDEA
UHRF1 binding: UHRF1 methyl-DNA binding inhibition | UHRF1 binding to methylated oligo, TR-FRET | inhibition, % at 4.4 µM | hit rate 0.75% among 370,000; in the data active = inhibition above about 21%;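 also: UHRF1 SRA domain binding a hemimethylated CpG hairpin DNA probe; 0% = median of test compound wells and 100% = reference inhibitor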
ASAP1 inh: ASAP1 ArfGAP inhibition; ASAP1-stimulated ARF1 GTP hydrolysis, GDP FP detection; AID 624377; inhibition, % at 16.5 µM; Q9ULH1; hit rate 0.19% among 360,000; in the data active = inhibition above about 25%;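 also: 0% = vehicle with enzyme and substrate and 100% = no enzyme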
DDE Tn7 FP inh: disrupts Tn7 cyclic peptide binding to fibrin D-Dimer-E complex; inhibition, % at 8.3 µM; FP displacement of FITC-Tn7 peptide from fibrin DD(E); 0% = median of compound wells per plate; P02675; hit rate 0.13% among 370,000;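 active = inhibition above the mean of compounds falling within the control limits plus 3 SD of them, cut at about 14% in these data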;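 also: 0% = plate median of compound wells and 100% = 10 µM Aha-Tn7 peptide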
Target sequence (P02675 whole entry, looked up): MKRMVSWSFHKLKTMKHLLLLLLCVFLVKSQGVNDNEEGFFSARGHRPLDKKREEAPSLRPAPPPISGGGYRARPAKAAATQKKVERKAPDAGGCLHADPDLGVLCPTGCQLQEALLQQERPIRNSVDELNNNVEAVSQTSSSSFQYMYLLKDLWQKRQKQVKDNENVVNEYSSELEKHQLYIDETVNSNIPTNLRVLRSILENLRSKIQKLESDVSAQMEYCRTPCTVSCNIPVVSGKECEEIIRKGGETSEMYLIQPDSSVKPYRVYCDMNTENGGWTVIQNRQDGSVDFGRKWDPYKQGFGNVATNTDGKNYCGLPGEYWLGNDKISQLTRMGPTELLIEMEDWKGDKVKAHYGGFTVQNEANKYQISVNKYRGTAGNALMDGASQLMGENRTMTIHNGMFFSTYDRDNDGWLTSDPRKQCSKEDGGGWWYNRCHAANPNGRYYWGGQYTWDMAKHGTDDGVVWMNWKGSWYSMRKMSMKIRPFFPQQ
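Test system: human clot-derived fibrin DD(E) complex / Quantity: 2 µM final DD(E) protein / Incubation: 10 min plus 3 h, room temperature / Measured by: fluorescence polarization / Benchmarks: high control of 10 µM Aha-Tn7 peptide / Replicates: singlicate testing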
PLC-gamma1 inh: inhibitors of human phospholipase C gamma1; P19174; purified PLC-gamma1, fluorogenic substrate, fluorescence; inhibition, % at 12.2 µM; hit rate 0.84% among 370,000; AID 720700; in the data active = inhibition above about 9.5%
DDE Tn6 FP inh: disrupts Tn6 cyclic peptide binding to fibrin D-Dimer-E complex | hit rate 0.21% among 370,000 | Fibrin DD(E) TRITC-Tn6 fluorescence polarization displacement | inhibition, % at 8.3 µM | P02675;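 active = inhibition above a per-campaign cutoff: mean of compounds within control limits plus 3 SD, cut at about 15% in these data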;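 also: 0% = median of all compound wells on the plate and 100% = blocking peptide control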
PLCb3 inh: inhibitors of human phospholipase C beta3. Q01970. Purified PLC-beta3, fluorogenic substrate, fluorescence. inhibition, % at 12.2 µM. hit rate 0.18% among 370,000. AID 720704; in the data active = inhibition above about 11%;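 also: 0% = median of compound wells on plate and 100% = full blocker control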
proKLK7 act: activates the human kallikrein-7 zymogen; P49862; AID 652039; hit rate 0.9% among 370,000; activation, % at 7 µM; purified proKLK7, EDANS-DABCYL substrate fluorescence; 100% is mature enzyme control, 0% vehicle;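 active = activation above the mean of all tested compounds plus 3 SD, computed per campaign excluding outliers beyond control limits, cut at about 13% in these data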
ADAM17 inh: ADAM17 inhibition, QFRET primary screen; hit rate 0.83% among 370,000; inhibition, % at 6.95 µM; P78536; recombinant ADAM17, EDANS/DABCYL FRET peptide cleavage; AID 720648;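 active = inhibition above the mean of compounds lying between control limits plus 3 SD, set per campaign, cut at about 8.5% in these data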;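 also: 0% = DMSO-only wells as the low control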
ARFGAP1 inhibitor: inhibitors of rat ARFGAP1. Q62848. Arfgap1-stimulated ARF1 GTP hydrolysis, GDP FP detection. inhibition, % at 16.5 µM. hit rate 0.26% among 360,000. AID 651572;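 active = inhibition above a per-plate limit, mean inhibition of low control wells plus 3 SD, cut at about 25% in these data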;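 also: 0% = DMSO wells with enzyme and 100% = wells lacking Arfgap1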
Target sequence (Q62848 1-136 limits assumed): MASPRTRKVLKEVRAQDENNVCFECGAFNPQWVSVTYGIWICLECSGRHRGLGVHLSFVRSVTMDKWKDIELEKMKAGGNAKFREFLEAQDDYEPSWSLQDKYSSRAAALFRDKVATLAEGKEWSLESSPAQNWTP
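Material: rat Arfgap1 GAP domain (His6, aa 1-136), purified enzyme. Also added: human ARF1(Δ1-17)-GTP substrate. Compound dosing: 16.5 µM single point, 1.26% DMSO. Timing: enzyme reaction 120 min at 25 °C after 20 min preincubation. Signal: GDP detection by fluorescence polarization. Read-out basis: percent inhibition of GAP-stimulated GDP formation, scaled between DMSO and no-Arfgap1 medians.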
Starred values were filed as active, the others as inactive; i = inactive; nt = no result given; & = joins results of further samples. An unsorted share of the library. Share with any hit: about 4.1%.

SMILES	MBD2 inh	UHRF1 binding	ASAP1 inh	DDE Tn7 FP inh	PLC-gamma1 inh	DDE Tn6 FP inh	PLCb3 inh	proKLK7 act	ADAM17 inh	ARFGAP1 inhibitor
Cc1cccc(NS(=O)(=O)c2cccc([N+](=O)[O-])c2)n1	-1	8	3	-5	4	9	2	-0.5	1	4
COc1ccc(-c2nc(CS(=O)(=O)CC(=O)Nc3ccc(Cl)cc3)c(C)o2)cc1	2	2	-18	2	-2	-2	2	0.6	2	3
Cc1ccc(Cn2c(C(C)Nc3nc(-c4ccc(Cl)c([N+](=O)[O-])c4)cs3)nc3cc(C(F)(F)F)ccc32)cc1 (stereo not given)	5	2	3	0	1	-2	-4	0.0	4	3
O=S(=O)(CCNCc1ccccc1)NC1CCCCC1	5	0	1	2	0	-3	2	-0.6	-4	3
CC(C)Cc1nc(N2CCN(C(=O)c3ccccc3)CC2)c(C#N)c2c1CCC2	3	1	-17	4	-10	1	-17	-1.3	-19	2
CC(=O)Nc1ccc(NC(=O)c2ccccc2N(C)S(=O)(=O)c2ccc(C)cc2)cc1	0	1	13	0	1	-1	-3	0.1	1	-7
NCCCCCNC(=O)/C=N\O	6	1	-16	2	-1	-4	-1	-0.6	-3	3
Cc1ccc(C2(c3ccc(C)cc3)NC(=O)N(CC(N)=O)C2=O)cc1	3	1	-10	3	0	-3	-8	-0.2	-5	0
CCN(c1cccc(C(F)(F)F)c1)S(=O)(=O)c1ccc2c(c1)CCN2C(=O)C1CC1	-7	4	-4	13	-2	7	0	0.2	0	-14
NS(=O)(=O)c1ccc(NC(=S)NNC(=O)CCC(=O)Nc2ccccc2Cl)cc1	-6	3	22	0	0	11	-6	-0.2	-3	1
CCOC(=O)Cc1cnc(NC(=O)CSc2nc(N)cc(N)n2)s1	-1	-1	11	9	0	-2	-7	-0.3	-4	-11
Cc1cccc(-n2cc[nH]c2=S)c1	0	-1	-5	-7	-1	-1	2	-0.3	2	2
O=C(Nc1ccccc1C(=O)N1CCOCC1)c1noc2c1CCCC2	1	-2	10	-2	-1	12	1	0.1	-3	-15
O=C(Nc1ncc(Cc2cccc(Cl)c2Cl)s1)c1ccc([N+](=O)[O-])cc1	-1	0	2	-1	3	2	-1	0.1	-1	4
Nc1nc2c(ncn2[C@@H]2O[C@H](CNC(=O)[C@H](N)Cc3cncn3COCc3ccccc3)[C@@H](O)[C@H]2O)c(=O)[nH]1	2	-1	-1	1	0	-2	3	-0.2	-5	5

No new results follow: an excerpt of the list.
SMILES	MBD2 inh	UHRF1 binding	ASAP1 inh	DDE Tn7 FP inh	PLC-gamma1 inh	DDE Tn6 FP inh	PLCb3 inh	proKLK7 act	ADAM17 inh	ARFGAP1 inhibitor
COc1ccc(-c2nc(CS(=O)(=O)CC(=O)Nc3ccc(Cl)cc3)c(C)o2)cc1	2	2	-18	2	-2	-2	2	0.6	2	3
Cc1ccc(Cn2c(C(C)Nc3nc(-c4ccc(Cl)c([N+](=O)[O-])c4)cs3)nc3cc(C(F)(F)F)ccc32)cc1 (stereo not given)	5	2	3	0	1	-2	-4	0.0	4	3
O=S(=O)(CCNCc1ccccc1)NC1CCCCC1	5	0	1	2	0	-3	2	-0.6	-4	3
CC(C)Cc1nc(N2CCN(C(=O)c3ccccc3)CC2)c(C#N)c2c1CCC2	3	1	-17	4	-10	1	-17	-1.3	-19	2
CC(=O)Nc1ccc(NC(=O)c2ccccc2N(C)S(=O)(=O)c2ccc(C)cc2)cc1	0	1	13	0	1	-1	-3	0.1	1	-7
NCCCCCNC(=O)/C=N\O	6	1	-16	2	-1	-4	-1	-0.6	-3	3
Cc1ccc(C2(c3ccc(C)cc3)NC(=O)N(CC(N)=O)C2=O)cc1	3	1	-10	3	0	-3	-8	-0.2	-5	0
CCN(c1cccc(C(F)(F)F)c1)S(=O)(=O)c1ccc2c(c1)CCN2C(=O)C1CC1	-7	4	-4	13	-2	7	0	0.2	0	-14
NS(=O)(=O)c1ccc(NC(=S)NNC(=O)CCC(=O)Nc2ccccc2Cl)cc1	-6	3	22	0	0	11	-6	-0.2	-3	1
CCOC(=O)Cc1cnc(NC(=O)CSc2nc(N)cc(N)n2)s1	-1	-1	11	9	0	-2	-7	-0.3	-4	-11
Cc1cccc(-n2cc[nH]c2=S)c1	0	-1	-5	-7	-1	-1	2	-0.3	2	2
O=C(Nc1ccccc1C(=O)N1CCOCC1)c1noc2c1CCCC2	1	-2	10	-2	-1	12	1	0.1	-3	-15
O=C(Nc1ncc(Cc2cccc(Cl)c2Cl)s1)c1ccc([N+](=O)[O-])cc1	-1	0	2	-1	3	2	-1	0.1	-1	4

The results go on.
SMILES	MBD2 inh	UHRF1 binding	ASAP1 inh	DDE Tn7 FP inh	PLC-gamma1 inh	DDE Tn6 FP inh	PLCb3 inh	proKLK7 act	ADAM17 inh	ARFGAP1 inhibitor
COc1ccc(-c2[nH]ncc2CN2CCN(Cc3cccs3)CC2)c(F)c1	-2	-2	-16	5	4	3	-1	0.3	0	14
Cc1ccccc1-c1cc2nc(NCc3ccc4occc4c3)n(C)c(=O)c2s1	-1	0	9	-9	9	-5	2	0.7	6	22
CCOC(=O)[C@]12CCCCC/C=C\1N(Cc1ccc(OC)cc1)C(=O)[C@H]2CC(=O)N1CCOCC1	0	-3	nt	0	0	-11	-3	0.3	0	nt
O=S1(=O)N[C@H](Cc2ccccc2)COc2cccc(F)c21	3	0	-1	-1	1	0	0	-0.6	-6	0
Cc1n[nH]c(=O)c2c(NC(=O)COC(=O)COc3cccc(Br)c3)oc(C)c12	2	-1	-12	6	-4	10	-11	1.0	-7	-1
COc1ccc(Cl)cc1NC(=O)CN(C)Cc1ccc(OC)c(OC)c1	0	-1	6	0	2	6	-3	-0.9	-3	15
O=C(NCc1ccccc1)N1CCN(c2ccccc2)CC1	-3	4	7	4	1	-7	-6	0.1	0	-12
Nc1cc(=O)[nH]c(SCC(=O)Nc2ccc(S(=O)(=O)N3CCCCC3)cc2)n1	-2	2	2	-2	-2	5	3	-0.1	-1	-6
Cc1nc2ccc(C(=O)OCc3nnc(-c4ccccc4)o3)cc2nc1C	-6	-2	-4	3	-2	7	-3	0.4	0	-2
O=C1COc2ccc(C(=O)COC(=O)c3ccc4ccccc4n3)cc2N1	-2	-2	1	2	-3	6	-2	-1.1	-7	2
CCN(CCCNC(=O)C1CCN(S(=O)(=O)c2cnc[nH]2)CC1)c1ccccc1	-3	5	4	2	3	7	3	0.4	2	1
COc1cc([C@@H]2CC=C(C(=O)O)[C@H](c3ccc(Cl)cc3)N2S(=O)(=O)c2ccc(C)cc2)cc(OC)c1OC	0	0	4	-11	-3	1	-1	0.9	1	0
O=C(NN1CCOCC1)c1cnn2c(C(F)F)cc(-c3ccccc3)nc12	4	-3	-5	1	-7	-6	-10	-0.1	2	-6
CCCN1CCc2nc(SCC(=O)Nc3ccc(C)c(Cl)c3)[nH]c(=O)c2C1	5	2	2	-5	-5	1	-7	-0.3	-7	-9
O=C(/C=C/c1cccc2ccccc12)c1ccncc1	1	-1	-11	0	-8	7	-6	0.5	0	-7
COc1cc2c(cc1NCc1ccc3c(c1)OCO3)oc1ccccc12	-5	1	17	-6	-3	-4	-4	0.0	-14	7
C[C@@H](C(=O)N1CCNCC1)n1cc(CCC(=O)O)nn1	0	3	0	-4	4	0	0	-0.3	-4	14
COC(=O)C(CC(C)C)NC(=O)C(Cc1ccccc1)NC(=O)C1CCCN1C(=O)OC(C)(C)C (stereo not given)	-4	1	6	-8	0	-4	1	0.0	-4	3
Brc1ccc(CSc2nnc(-c3cccnc3)o2)cc1	-4	-4	-4	-9	-2	-6	0	0.3	-1	0
Cc1ccc2c(c1)N(CCC(=O)NCc1ccco1)C(=O)CO2	1	5	-11	8	-4	5	-5	-0.2	-5	11
Cn1cccc1CC(=O)N/N=C/c1cccc([N+](=O)[O-])c1	-3	-1	8	-6	8	-3	0	0.0	1	12
COc1ccc(C(=O)C2CCCN(Cc3cnc(N4CCOCC4)s3)C2)cc1F (stereo not given)	2	-1	6	11	-3	5	-8	0.0	-3	7
CCC(C)NC(=O)c1cc2c(=O)n3cccc(C)c3nc2s1 (stereo not given)	-8	-11	-3	1	-485	-2	i	20*	i	-1
CC1CCC(NC(=O)COc2ccc(C(=O)c3ccccc3)cc2)CC1 (stereo not given)	1	2	-12	6	2	1	3	-0.4	3	-6
Cc1[nH][nH]c(=O)c1C(c1ccc(-c2ccc(C(=O)O)cc2)o1)c1c(C)[nH][nH]c1=O	0	11	-5	5	-2	5	-3	-0.3	-5	28*
COCCNC(=O)CN1CCC(NC(=O)c2ccco2)CC1	0	-1	-13	-2	0	-3	6	0.7	1	-4
COc1ccc(Br)cc1CN1CCN(C(=O)c2ccco2)CC1	1	-1	2	-6	0	-1	0	-0.1	-2	12
Cc1ccc(C2/C(=C(/O)c3cnn(-c4ccccc4)c3C)C(=O)C(=O)N2CCN2CCOCC2)o1 (stereo not given)	4	-3	-18	-7	-14	-4	-18	-0.4	-6	0
CCC(C)Sc1cc(-c2nc3ccc(Cl)cn3c2NC2CCCCC2)ccc1OC (stereo not given)	-5&-7	0&-3	6&-11	-9&9	-105&-53	0&3	-178&-80	-1.1&-0.1	-11&-11	7&-4
O=C(O)c1cc(S(=O)(=O)N2CCN(C(c3ccccc3)c3ccccc3)CC2)ccc1Cl	-3	-2	-5	1	1	-3	-4	-0.4	0	-3
Cc1nnc(NC(=O)CSc2nnc(CNC(=O)c3ccccc3F)n2C(C)C)s1	0	-1	-20	-1	-3	1	-12	0.4	-2	4
O=C1CCCc2ccccc2N1Cc1cccc(Cl)c1	4	0	5	-2	4	5	-2	-0.2	1	-1
Cc1cc(C)c(S(=O)(=O)N(C)CC(=O)NCc2cccnc2)c(C)c1	4	1	-6	6	3	-4	-6	-0.4	0	6
COC(=O)Cc1c(O)ccn(C2CC2)c1=O	-4	0	4	0	5	0	-3	-0.2	-1	2
CC(NC(=O)CN(C)CC(=O)Nc1ccc(F)c(F)c1F)c1ccccc1 (stereo not given)	6	-2	7	4	3	0	-2	0.4	-3	9
COc1ccc(CC/C(C)=N\NC(N)=O)cc1	0	-3	-2	2	1	2	0	-0.1	-1	4
C=C(C)COc1ccc(-c2nc(N)ncc2-c2ccc(OC)c(OC)c2)c(O)c1	-5	-2	-15	5	-22	9	-34	-1.0	2	5
COc1ccc(NCc2nnc(SCC(=O)Nc3ccc(OC)cc3)n2C)cc1	4	-1	-4	-7	-1	-6	4	0.1	2	10
